Lipid droplet: hepatic lipid droplet formation modulation | 0.4% of 240,000 active | AID 1656 | inhibition, % at 6.5 µM | AML12 mouse hepatocytes, oleate lipid droplets, BODIPY imaging;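 active = lipid droplet intensity inhibited by at least 50%, with more than 500 cells counted; inconclusive = wells with under 300 cells, treated as cytotoxic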
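material = mouse AML12 hepatocyte cell line, fixed after treatment | also added = 100 µM oleic acid challenge | doses = compound at 6.5 µM only | schedule = overnight exposure | technique = Image-based BODIPY and DAPI two-channel analysis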
T cell modulator: T cell immune modulation candidate. 2C CD8+ T cell-vesicle binding, flow cytometry; hits give low values. calls only at 7 µM. 0.068% of 330,000 active;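 active = response, share of CD8 T cells binding vesicles, and their 90th percentile fluorescence all below set limits, cut at about 80% in these data, passing the limit was not always enough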
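incubation = binding step 1.5 h, 37 °C, antibody labelling 20 min, ice | test system = 2C mouse CD8+ T cells | read-out basis = percent CD8+ FL2 mean versus row control | controls = Peptide-free naked vesicles (low) and QL9 vesicles with 0.7% DMSO vehicle (high) | detection = flow cytometry of vesicle-bound cells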
Ins promoter up: MIN6 insulin promoter up-regulation; MIN6 insulin promoter-GFP reporter, high-content imaging; hits give high values; z-score at 5 µM; 0.3% of 190,000 active;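 active = z-score above 3 at 5 µM with at least 500 cells counted in the well; inconclusive = wells under 500 cells, flagged as cytotoxic or low count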
TNAP activators: stimulation of alkaline phosphatase TNAP activity – biochemical, luminescent, no phosphate acceptor, uHTS, primary screen (AID 1001) | purified TNAP, luminescent activation assay, no phosphate acceptor; higher activation fold means a stronger effect | one-dose activation fold at 20 µM; EC50 in µM for titrated hits | 0.03% of 200,000 active; in the data active = activation fold from about 3, or a potency from the dose series; inactive = the rest, 99 in 100 with activation fold below about 1.6; note: many of its hits are not listed in these tables
MT stabilizer: microtubule stabilization, imaging screen. HeLa tubulin immunostaining HCS, 24 h; share of cells brighter than vehicle mean+2SD. % tubulin-high responders, % at 10 µM. 0.83% of 200,000 active. AID 2205;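 active = plate Z-score above 3 for both tubulin-high and condensed-nucleus cell shares, with cell loss under 80%, at 10 µM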;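 note: anti alpha tubulin signal scored within the nucleus-defined area of each cell; some results filed as inactive read as strong as hits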
Myeloid diff 2: myeloid differentiation induction; ER-HoxA9 myeloid progenitors, lysozyme-GFP differentiation, flow cytometry; calls only at 10 µM; 1% of 360,000 active; AID 624256;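 active = normalized GFP-positive differentiation at or above the plate's own cutoff, the solvent-only control mean plus 3 SD; inconclusive = no clear call, values can overlap the other calls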;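 note: cells exposed to compound for four days before flow analysis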
human PMI inhibition: MPI enzyme activity inhibition – biochemical, fluorescence intensity, coupled assay, primary screen (AID 1209) | purified PMI enzyme, coupled fluorescence intensity; higher % means a stronger effect | inhibition, % at 20 µM; hits with a dose series show IC50 in µM | 0.42% of 190,000 active; in the data active = inhibition above about 50%;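 note: plate controls were DMSO vehicle for no effect and wells lacking substrate for full effect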
Dynein transport: blocks dynein driven cargo transport along microtubules; 0.47% of 220,000 active; AID 1381; 3617.4 mouse cells, GR-EGFP nuclear translocation imaging; test concentration mostly 20 µM; stimulated with dexamethasone, 1 µM; hits give low values; z-score, hits read low;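 active = plate z-score of nuclear minus cytoplasmic receptor signal below a set negative limit, without overly bright fluorescence or cell loss, cut at about -3.5 in these data, passing the limit was not always enough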;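 note: z-score of nuclear minus cytoplasmic ring GR-EGFP intensity difference per well; some compounds called inactive have numbers as strong as hits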
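Buffer or medium: tetracycline-free induction medium containing charcoal-stripped FBS / Reagent: dexamethasone agonist, 1.0 µM final, for 30 min / Technique: automated 10x imaging of fixed Hoechst-stained cells / Times: induction 48 h, compound 1 h, agonist 30 min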
bCat nuc transl: alters nuclear translocation of beta-catenin in HeLa cells; AID 1665; 0.3% of 190,000 active; nuclear translocation activity, % at 5 µM; immunofluorescence imaging;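 active = nuclear translocation activity above 50% at 5 µM, with a well cell count of 50 or more; inconclusive = wells under 50 cells across six images, flagged as toxic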;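 note: per-cell ratio of nuclear to cytoplasmic median beta-catenin stain intensity; plate controls were DMSO negative control for no effect and GSK-3 inhibitor IX positive control for full effect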
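Read-out: Nuclear/cytoplasmic beta-catenin signal ratio, % activation | Assay system: Human HeLa cell line | Times: 24 h compound exposure at 37°C, 5% CO2 | Signal: Fluorescence imaging of beta-catenin antibody stain plus DAPI | Dosing: 5 µM primary, 0.02–20 µM confirmation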
Dynein transport cytoplasmic EGFP: second read-out of Dynein transport, no call of its own (marks repeat the call); z-score; measured here: cytoplasmic GR-EGFP intensity; hits give high values
Dynein transport nuclear GR-EGFP: also measured in Dynein transport; calls as there; z-score; measured here: nuclear GR-EGFP intensity;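 lower value marks the stronger effect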
Dynein transport cell count: also measured in Dynein transport; calls as there; z-score; measured here: cell count per field
Ins promoter up cell count: recorded beside Ins promoter up, whose call it bears; cell count; measured here: cytotoxicity, nuclei count;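 total cells summed across four imaged fields per well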
Lipid droplet cells 6.5 µM: recorded beside Lipid droplet, whose call it bears; cell count; measured here: cell count, cytotoxicity flag;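 cells counted across two imaged fields per well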
bCat nuc transl cell count 5 µM: second read-out of bCat nuc transl, no call of its own (marks repeat the call); cell count; measured here: cell count, cytotoxicity flag
T cell modulator vesicle-bound %: recorded beside T cell modulator, whose call it bears; double positive events, %; measured here: CD8+ vesicle-bound cell fraction;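 binding gate set so that unloaded-vesicle control wells show 10% double positive cells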
MT stabilizer Hoechst-high %: further read-out of MT stabilizer, marked with its call; % Hoechst-high responders; measured here: nuclear condensation Hoechst responders;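 share of cells brighter than vehicle mean plus two SD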
MT stabilizer cytotoxicity %: also measured in MT stabilizer; calls as there; toxicity, %; measured here: cytotoxicity by cell density;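 0% = mean cell density of plate MIN control wells and 100% = no cells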
Myeloid diff 2 GFP+ MAC1+ %: second read-out of Myeloid diff 2, no call of its own (marks repeat the call); GFP+ MAC1+ double positive, %; measured here: differentiation confirmed by MAC1 staining
An asterisk follows results filed as active.

Results for O=C(NO)c1cc(OCC(F)(F)F)ccc1OCC(F)(F)F ?
T cell modulator: inactive; TNAP activators: 0.7; MT stabilizer: 3.4; Myeloid diff 2: inactive; human PMI inhibition: -4%; Dynein transport: 0.39; Dynein transport cytoplasmic EGFP: -0.32; Dynein transport nuclear GR-EGFP: 0.34; Dynein transport cell count: 0.33; T cell modulator vesicle-bound %: 27; MT stabilizer Hoechst-high %: 1.6; MT stabilizer cytotoxicity %: 3.8; Myeloid diff 2 GFP+ MAC1+ %: 0.6

What do the screens show for `CCc1nc(N2CCN(C(=O)c3ccco3)CC2)c2oc3ccccc3c2n1`?
T cell modulator: inactive; Ins promoter up: -0.33; TNAP activators: 1.1; MT stabilizer: 27*; Myeloid diff 2: inconclusive; human PMI inhibition: -6%; Dynein transport: 1.2; bCat nuc transl: 14; Dynein transport cytoplasmic EGFP: -0.045; Dynein transport nuclear GR-EGFP: 0.41; Dynein transport cell count: 0.22; Ins promoter up cell count: 941; bCat nuc transl cell count 5 µM: 1026; T cell modulator vesicle-bound %: 22; MT stabilizer Hoechst-high %: 26*; MT stabilizer cytotoxicity %: 49*

How did N#C/C(=C\c1cccs1)Sc1nc2ccccc2s1 do in these assays?
Lipid droplet: -60; T cell modulator: inactive; Ins promoter up: 1; TNAP activators: 1; MT stabilizer: 4.7; Myeloid diff 2: inactive; human PMI inhibition: 7%; Dynein transport: -1.1; Dynein transport cytoplasmic EGFP: -0.12; Dynein transport nuclear GR-EGFP: -0.66; Dynein transport cell count: -0.33; Ins promoter up cell count: 1174; Lipid droplet cells 6.5 µM: 477; T cell modulator vesicle-bound %: 34; MT stabilizer Hoechst-high %: 2.2; MT stabilizer cytotoxicity %: 1.9; Myeloid diff 2 GFP+ MAC1+ %: 1.0

How did CCNC(=S)NC1CC2CCC(C1)N2Cc1ccccc1 (stereo not drawn) do in these assays?
T cell modulator: inactive; Ins promoter up: -0.09; TNAP activators: 1; MT stabilizer: 1.7; Myeloid diff 2: inactive; human PMI inhibition: -5%; Dynein transport: -0.75; bCat nuc transl: -0.7; Dynein transport cytoplasmic EGFP: -0.032; Dynein transport nuclear GR-EGFP: -0.53; Dynein transport cell count: 1.1; Ins promoter up cell count: 1541; bCat nuc transl cell count 5 µM: 1361; T cell modulator vesicle-bound %: 28; MT stabilizer Hoechst-high %: 1.7; MT stabilizer cytotoxicity %: 5.6; Myeloid diff 2 GFP+ MAC1+ %: 15

Results for O=C(COC(=O)C1(c2ccc(F)cc2)CCCC1)NCc1ccco1 ?
Lipid droplet: -20; T cell modulator: inactive; Ins promoter up: 0.37; TNAP activators: 1; MT stabilizer: 3.3; Myeloid diff 2: inactive; human PMI inhibition: -26%; Dynein transport: 0.47; bCat nuc transl: -0.5; Dynein transport cytoplasmic EGFP: -0.27; Dynein transport nuclear GR-EGFP: 0.51; Dynein transport cell count: -0.69; Ins promoter up cell count: 1180; Lipid droplet cells 6.5 µM: 693; bCat nuc transl cell count 5 µM: 999; T cell modulator vesicle-bound %: 60; MT stabilizer Hoechst-high %: 3.5; MT stabilizer cytotoxicity %: 7.9; Myeloid diff 2 GFP+ MAC1+ %: 0.8

Results for Cc1c(CN2CCc3c([nH]c4ccccc34)C2C2CCCCC2)cnn1C (stereo not drawn) ?
Lipid droplet: 1; T cell modulator: inactive; Ins promoter up: -0.78; TNAP activators: 1.1; MT stabilizer: 2.6; Myeloid diff 2: inactive; human PMI inhibition: 5%; Dynein transport: -0.37; bCat nuc transl: -0.6; Dynein transport cytoplasmic EGFP: -0.29; Dynein transport nuclear GR-EGFP: -0.38; Dynein transport cell count: 0.78; Ins promoter up cell count: 1476; Lipid droplet cells 6.5 µM: 667; bCat nuc transl cell count 5 µM: 970; T cell modulator vesicle-bound %: 48; MT stabilizer Hoechst-high %: 1.7; MT stabilizer cytotoxicity %: 6.5; Myeloid diff 2 GFP+ MAC1+ %: 0.3

What do the screens show for `O=C(O)C(NC(=O)c1ccccc1)=C(Cl)Cl`?
T cell modulator: inactive; MT stabilizer: 2.1; Myeloid diff 2: inactive; Dynein transport: 0.017; Dynein transport cytoplasmic EGFP: -0.055; Dynein transport nuclear GR-EGFP: 0.37; Dynein transport cell count: 0.38; T cell modulator vesicle-bound %: 24; MT stabilizer Hoechst-high %: 2.0; MT stabilizer cytotoxicity %: 5.6; Myeloid diff 2 GFP+ MAC1+ %: 1.1

How did Cc1cc(/C=C2\SC(N)=NC2=O)c(C)n1-c1ccc(F)cc1 do in these assays?
Lipid droplet: 4; T cell modulator: inactive; Ins promoter up: -0.29; TNAP activators: 1.1; MT stabilizer: 1.0; Myeloid diff 2: inactive; human PMI inhibition: 6%; Dynein transport: 0.99; bCat nuc transl: 0.7; Dynein transport cytoplasmic EGFP: -0.17; Dynein transport nuclear GR-EGFP: 0.52; Dynein transport cell count: -0.63; Ins promoter up cell count: 1424; Lipid droplet cells 6.5 µM: 658; bCat nuc transl cell count 5 µM: 1026; T cell modulator vesicle-bound %: 48; MT stabilizer Hoechst-high %: 1.6; MT stabilizer cytotoxicity %: 3.0; Myeloid diff 2 GFP+ MAC1+ %: 0.3

Results for COc1ccccc1NC(=O)CCC(=O)OCc1ccc(Cl)cc1 ?
Lipid droplet: 11; T cell modulator: inactive; Ins promoter up: 0.13; TNAP activators: 0.9; MT stabilizer: 1.9; Myeloid diff 2: inactive; human PMI inhibition: -17%; Dynein transport: -1.5; bCat nuc transl: 1.7; Dynein transport cytoplasmic EGFP: -0.24; Dynein transport nuclear GR-EGFP: -1.1; Dynein transport cell count: 1.4; Ins promoter up cell count: 1649; Lipid droplet cells 6.5 µM: 655; bCat nuc transl cell count 5 µM: 986; T cell modulator vesicle-bound %: 59; MT stabilizer Hoechst-high %: 2.3; MT stabilizer cytotoxicity %: 7.7; Myeloid diff 2 GFP+ MAC1+ %: 0.6

What do the screens show for `CC1=Nn2c(nnc2C2CCCCC2)SC1`?
T cell modulator: inactive; Ins promoter up: -0.32; TNAP activators: 1.1; MT stabilizer: 2.5; Myeloid diff 2: inactive; human PMI inhibition: -1%; Dynein transport: -0.25; bCat nuc transl: 2.4; Dynein transport cytoplasmic EGFP: -0.22; Dynein transport nuclear GR-EGFP: 0.0042; Dynein transport cell count: 0.43; Ins promoter up cell count: 1120; bCat nuc transl cell count 5 µM: 1419; T cell modulator vesicle-bound %: 25; MT stabilizer Hoechst-high %: 1.8; MT stabilizer cytotoxicity %: 7.4; Myeloid diff 2 GFP+ MAC1+ %: 0.8

Results for OCCC1CN(Cc2nc(-c3ccccc3)cs2)CCN1Cc1ccc(F)cc1 (stereo not drawn) ?
Lipid droplet: -35; T cell modulator: inactive; Ins promoter up: -0.47; TNAP activators: 1; MT stabilizer: 1.7; Myeloid diff 2: inactive; human PMI inhibition: -36%; Dynein transport: -0.62; bCat nuc transl: -0.6; Dynein transport cytoplasmic EGFP: -0.21; Dynein transport nuclear GR-EGFP: -0.077; Dynein transport cell count: 0.4; Ins promoter up cell count: 1458; Lipid droplet cells 6.5 µM: 711; bCat nuc transl cell count 5 µM: 1011; T cell modulator vesicle-bound %: 50; MT stabilizer Hoechst-high %: 1.1; MT stabilizer cytotoxicity %: 6.5; Myeloid diff 2 GFP+ MAC1+ %: 0.9

How did c1ccc2c(CSCCc3ccncc3)cccc2c1 do in these assays?
T cell modulator: inactive; Ins promoter up: 0.13; TNAP activators: 1.1; MT stabilizer: 3.3; Myeloid diff 2: inactive; human PMI inhibition: 19%; Dynein transport: -0.76; bCat nuc transl: -1.3; Dynein transport cytoplasmic EGFP: -0.15; Dynein transport nuclear GR-EGFP: 0.26; Dynein transport cell count: -0.95; Ins promoter up cell count: 1520; bCat nuc transl cell count 5 µM: 1202; T cell modulator vesicle-bound %: 28; MT stabilizer Hoechst-high %: 1.8; MT stabilizer cytotoxicity %: 4.8; Myeloid diff 2 GFP+ MAC1+ %: 0.8

What do the screens show for `CN1CCN(c2nc(-c3cccnc3)nc3scc(-c4ccccc4)c23)CC1`?
Lipid droplet: -7; T cell modulator: inactive; Ins promoter up: -0.19; TNAP activators: 1.1; MT stabilizer: 2.0; Myeloid diff 2: inactive; human PMI inhibition: 1%; Dynein transport: -0.17; bCat nuc transl: 0.1; Dynein transport cytoplasmic EGFP: -0.12; Dynein transport nuclear GR-EGFP: 0.11; Dynein transport cell count: -0.5; Ins promoter up cell count: 1177; Lipid droplet cells 6.5 µM: 724; bCat nuc transl cell count 5 µM: 1029; T cell modulator vesicle-bound %: 53; MT stabilizer Hoechst-high %: 1.6; MT stabilizer cytotoxicity %: 3.8; Myeloid diff 2 GFP+ MAC1+ %: 0.4

Screening results: PubChem BioAssay, several laboratories
